Assay outcomes: PubChem, several laboratories
STAT1 blocker: reduces IFN-gamma driven STAT1 reporter signal | inhibition, % at 5.5 µM | NIH 3T3 STAT1-luciferase reporter, luminescence | AID 920 | hit rate 0.35% among 200,000;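 active = inhibition above a set limit, the mean inhibition across all tested compounds plus 3 SD, cut at about 34% in these data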;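 note: 0% = IFN-gamma with DMSO and 100% = IFN-gamma with 300 µM nifuroxazide; values of inactives mirror those of a sister screen read the other way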
RAM network inh: yeast RAM network inhibition; S. cerevisiae dse1pr::URA3 reporter, 5-FOA growth OD615, 2 d; analog-sensitive cbk1-as2 kinase mutant strain; inhibition, % at 50 µM; hit rate 1.8% among 190,000;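 active = inhibition above a set limit, 3 SD over mean compound inhibition, cut at about 8.4% in these data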;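 note: 0% = DMSO-only wells with no growth and 100% = 10 µM 1-NA-PP1 full growth; inhibition rescues growth on 5-FOA so higher OD means more RAM inhibition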
STAT1 act: activators of IFN-gamma induced STAT1 signaling; AID 932; activation (% of control), % at 5.5 µM; NIH 3T3 STAT1-luciferase reporter, luminescence; 100% = IFN-gamma alone, no compound; hit rate 2.6% among 200,000;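 active = activation above the screen-wide mean activation plus 3 SD, cut at about 130% in these data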;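 note: raw ratio to IFN-gamma control signal so 100% means no change and 0% no light; values of inactives mirror those of a sister screen read the other way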
STAT3 inh: inhibitors of IL-6 induced STAT3 signaling | hit rate 0.89% among 190,000 | inhibition, % at 5.5 µM | AID 862 | U3A cells, IL-6 STAT3-luciferase reporter, luminescence; host cell line lacks STAT1;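 active = inhibition above the mean inhibition across all screened compounds plus 3 SD, cut at about 44% in these data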;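 note: 0% = DMSO only wells and 100% = 100 µM nifuroxazide control wells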
Hsp70 act: transcriptional activators of Hsp70 | AID 1203 | activation, % at 10 µM | HeLa Hsp70 promoter luciferase reporter, luminescence; scaled: vehicle 0, proteasome-inhibitor control 100% | hit rate 0.04% among 200,000;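 active = activation above the mean across all tested compounds plus 3 SD, cutoff set per campaign, cut at about 5.5% in these data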;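 note: 100% = MG132 at 30 µM as the positive control and 0% = DMSO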
APP 5'UTR act: activates APP 5'UTR luciferase reporter. SH-SY5Y APP 5'UTR luciferase reporter, luminescence; zero percent = DMSO vehicle wells. activation, % at 2 µM. hit rate 1% among 190,000;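 active = activation above a set limit, based on mean plus 3 SD of controls, cut at about 140% in these data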; note: values of inactives mirror those of a sister screen read the other way
STAT3 activator: STAT3 signaling activation | U3A cells, IL-6 STAT3-luciferase reporter, luminescence; 100% = signal with IL-6 EC80 alone | activation (% of control), % at 5.6 µM | hit rate 0.91% among 190,000 | AID 871;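 active = activation above the screen-wide mean of compound activation plus 3 SD, cut at about 130% in these data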;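 note: 0% = background luminescence of wells with medium and substrate only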
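Assay system – human STAT1-deficient U3A cells with stable STAT3-luciferase reporter · Also added – IL-6 (33 ng/mL) · Schedule – compound 1 h, then IL-6 6 h at 37 °C · Technique – reporter luminescence signal · Evaluation – % activation versus median of IL-6-stimulated wells · Benchmarks – IL-6-only wells as 100% reference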
NF-kB neuron act: NF-kB expression increase, human neuronal cells; fold change at 12.5 µM; AID 1239; hit rate 1.6% among 190,000; NF-kB reporter expression; active compounds read high; in the data active = fold change above about 3.3
APP transl inh: APP translation inhibition; SH-SY5Y APP 5'UTR-luciferase reporter, luminescence; inhibition, % at 2 µM; hit rate 0.82% among 190,000; AID 1285;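 active = inhibition above a set limit, derived from the sample mean plus 3 SD, cut at about 45% in these data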; note: values of inactives mirror those of a sister screen read the other way
FLuc inhib CS: inhibits firefly luciferase, flagging false hits in luciferase inhibition screens; ATPLite firefly luciferase biochemical luminescence, 10 min; inhibition, % at 10 µM; hit rate 1.5% among 200,000;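 active = inhibition above about 50% when tested at 10 µM, limit read from the data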
Target sequence (P08659 whole entry, looked up): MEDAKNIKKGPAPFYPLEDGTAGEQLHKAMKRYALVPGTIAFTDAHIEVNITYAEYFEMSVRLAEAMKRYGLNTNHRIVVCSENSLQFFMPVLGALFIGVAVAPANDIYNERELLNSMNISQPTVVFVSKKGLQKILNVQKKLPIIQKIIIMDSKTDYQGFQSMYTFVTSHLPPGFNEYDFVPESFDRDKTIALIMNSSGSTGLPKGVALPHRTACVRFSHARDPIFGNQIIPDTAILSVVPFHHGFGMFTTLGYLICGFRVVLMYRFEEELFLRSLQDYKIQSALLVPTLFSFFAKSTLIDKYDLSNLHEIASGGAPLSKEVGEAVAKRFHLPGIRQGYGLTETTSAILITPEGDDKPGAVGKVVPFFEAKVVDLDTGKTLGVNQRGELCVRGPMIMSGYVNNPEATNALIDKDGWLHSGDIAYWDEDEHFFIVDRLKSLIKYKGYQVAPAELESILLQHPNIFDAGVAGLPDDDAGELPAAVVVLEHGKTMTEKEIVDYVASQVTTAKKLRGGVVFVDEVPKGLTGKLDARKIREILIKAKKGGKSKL
* marks the source's active call; other numbers are inactive results; . = no result given.

SMILES | STAT1 blocker | RAM network inh | STAT1 act | STAT3 inh | Hsp70 act | APP 5'UTR act | STAT3 activator | NF-kB neuron act | APP transl inh | FLuc inhib CS
CCc1cc2c(=O)n(Cc3ccco3)c(SCc3c(C)noc3C)nc2s1 | 11 | 13* | 90 | 12 | -0.2 | -50 | 94 | 0.99 | 50* | -5
CCOc1ccc(CC(=O)N2CCN=C2SCc2ccc([N+](=O)[O-])cc2)cc1 | 1 | 0.4 | 98 | 9 | -0.2 | 19 | 95 | 1 | -19 | 0
Cc1c(NC(=O)Nc2ccc(Cl)cc2Cl)c(=O)n(-c2ccccc2)n1C | 2 | 1.7 | 98 | 16 | -0.2 | -15 | 89 | 1.2 | 15 | -3
CCOC(=O)C1CCCN(C(=S)NC2CCCC2)C1 (stereo unspecified) | 2 | -0.8 | 97 | 8 | 0.0 | -9 | 95 | 1 | 9 | -5
C=CCn1c(C(C)NC(=O)c2ccccc2C)n[nH]c1=S (stereo unspecified) | 7 | 1.8 | 96 | -4 | -0.3 | 15 | 101 | 1.5 | -15 | 8
CCn1cc(C(=O)NC(=S)Nc2sc3c(c2C(=O)OC)CCCCCC3)cn1 | -8 | 3.6 | 107 | -6 | -0.3 | 13 | 101 | 1.1 | -13 | -4
CCn1c(C)nc2cc(C(=O)NNC(=O)c3ccc(Cl)nc3)ccc21 | 0 | 0.5 | 100 | -6 | 0.0 | -5 | 110 | 1.5 | 5 | -1
CCN1CCN(CCCNC(=O)c2cc3c(=O)[nH]c4ccccc4c3s2)CC1 | -6 | 1.3 | 106 | 12 | -0.6 | 5 | 95 | 1.6 | -5 | -10
Cc1nn2c(CN(C(=O)c3ccco3)c3ccccc3)nnc2c2ccccc12 | 8 | . | 93 | 2 | -0.4 | 10 | 98 | . | -10 | .
CCc1c(C)[nH]c2c(C)cccc2c1=O | 0 | 1.3 | 100 | 12 | -0.3 | -14 | 95 | 0.93 | 14 | 0
O=C(Nc1ccc(F)c(F)c1)c1cnc(-c2ccccc2)nc1-c1ccccc1 | -5 | 1.5 | 104 | 3 | -0.1 | -8 | 102 | 1.1 | 8 | 2
CCOc1ccc(N2C(=O)CC(S/C(N)=N/N=C/c3cccs3)C2=O)cc1 (stereo unspecified) | 2 | 0.9 | 98 | -9 | -0.4 | -8 | 103 | 1.1 | 8 | -4

Compound profiles (already shown).
CCc1cc2c(=O)n(Cc3ccco3)c(SCc3c(C)noc3C)nc2s1 is entered as STAT1 blocker = 11; RAM network inh = 13*; STAT1 act = 90; STAT3 inh = 12; Hsp70 act = -0.2; APP 5'UTR act = -50; STAT3 activator = 94; NF-kB neuron act = 0.99; APP transl inh = 50*; FLuc inhib CS = -5
O=C(Nc1ccc(F)c(F)c1)c1cnc(-c2ccccc2)nc1-c1ccccc1 is entered as STAT1 blocker = -5; RAM network inh = 1.5; STAT1 act = 104; STAT3 inh = 3; Hsp70 act = -0.1; APP 5'UTR act = -8; STAT3 activator = 102; NF-kB neuron act = 1.1; APP transl inh = 8; FLuc inhib CS = 2

Carrying on:
SMILES | STAT1 blocker | RAM network inh | STAT1 act | STAT3 inh | Hsp70 act | APP 5'UTR act | STAT3 activator | NF-kB neuron act | APP transl inh | FLuc inhib CS
CC(=O)c1c(C)[nH]c(C(=O)OCC(=O)Nc2sc3c(c2C#N)CCCC3)c1C | -6 | 3.5 | 106 | 14 | -0.5 | -9 | 88 | 0.79 | 9 | -3
Cc1ccc(S(=O)(=O)N2CCN(S(=O)(=O)N3CCOCC3)CC2)c(C)c1 | -2 | 3.0 | 102 | 0 | 0.1 | 0 | 100 | 0.95 | 0 | -1
CC1CCc2nc(NC(=O)c3ccco3)sc2C1 (stereo unspecified) | 43* | 1.3 | 61 | 97* | -0.4 | 39 | 22 | 1.8 | -39 | 93*
Cc1cccc(NC(=O)COC(=O)CCc2ccc(S(=O)(=O)N3CCOCC3)cc2)c1C | 6 | -0.2 | 94 | -17 | 0.1 | 0 | 123 | 1.3 | 0 | -1
CCCSC1=C(C#N)C(c2ccc(Cl)cc2Cl)CC(=O)N1 (stereo unspecified) | -4 | 2.9 | 104 | 5 | 0.1 | 8 | 99 | 0.94 | -8 | -2
CC(=O)c1sc(Nc2cccc(C)c2)nc1C | -28 | 2.3 | 123 | 17 | 0.2 | 9 | 90 | 1.2 | -9 | -1
CCn1cc(C(=O)NCc2ccco2)c(=O)c2cc(S(=O)(=O)N3CCCC3)ccc21 | 6 | 0.4 | 95 | 15 | -0.2 | -11 | 94 | 1 | 11 | -3
Cn1c(SCC(=O)Nc2cccc(C(=O)O)c2)nnc1-c1cc2cc(Br)ccc2o1 | -6 | 3.0 | 103 | 12 | 0.1 | 2 | 95 | 1.6 | -2 | 44
CCOC(=O)N=Nc1c(O)n(Cc2ccccc2)c2ccccc12 | -14 | 11* | 112 | 3 | 0.3 | 28 | 101 | 1.1 | -28 | 2
CCn1c(-c2ccc(F)cc2)cnc1SCC(=O)N1CCCCC1C (stereo unspecified) | -35 | 0.0 | 132* | -27 | 0.0 | 69 | 121 | 2.9 | -69 | 6
CCOc1ccc(Br)cc1S(=O)(=O)NCCN(C)C | 3 | -0.4 | 97 | 5 | -0.1 | -22 | 101 | 1.1 | 22 | -6
CC(=O)N1C(Nc2ccc(Cl)cc2)CCN1c1ccccc1 (stereo unspecified) | 5 | 2.3 | 95 | 8 | -0.4 | 7 | 96 | 1.1 | -7 | -6
CCOc1ccc(CNC(=S)NCc2ccc(OCC)cc2)cc1 | -1 | 4.2 | 100 | -6 | -0.2 | -9 | 102 | 1.2 | 9 | -2
CCOC(=O)c1cnc(-n2nc(C)cc2C)nc1NC(C)c1ccccc1 (stereo unspecified) | -2 | 3.0 | 100 | -1 | -0.3 | 0 | 104 | 0.64 | 0 | -5
CCOC(=O)C1(C)/C(=N/Nc2ccc(Cl)cc2)C(=O)C(=O)N1c1ccccc1 (stereo unspecified) | -2 | 1.7 | 102 | -6 | -0.2 | -22 | 107 | 0.98 | 22 | -9
Cc1cccc(NC(=S)NN2CCN(C)CC2)c1C | -4 | 0.8 | 104 | -13 | -0.4 | 19 | 111 | 0.9 | -19 | 3
O=C(COC(=O)CNC(=O)c1cccc([N+](=O)[O-])c1)Nc1cccc(S(=O)(=O)N2CCCC2)c1 | 7 | 2.3 | 94 | -3 | -0.5 | 15 | 103 | 1.1 | -15 | -7
CC(=O)c1ccc(NC(=S)Nc2ccc(Br)c(Cl)c2)cc1 | 3 | 8.2 | 95 | 26 | 0.0 | 1 | 83 | 0.94 | -1 | -4
Cc1ccc(C)c(NC(=S)NNC(=O)c2csc3c2CCCC3)c1 | 9 | 2.5 | 92 | 25 | -0.3 | 1 | 83 | 1.2 | -2 | -5
CC(CNC(=O)c1cncc(O)c1)NC(=O)c1cncc(O)c1 (stereo unspecified) | 4 | 1.3 | 97 | 6 | 0.0 | -7 | 99 | 1.1 | 7 | 1
COc1ccc(/C=N/NC(=O)c2ccc(=O)n(C)c2)cc1OC | -4 | 0.6 | 103 | 3 | -0.2 | 26 | 100 | 1.1 | -26 | -2
Cc1cccc2sc(NNC(=O)c3cc(=O)c4ccccc4o3)nc12 | 0 | 2.5 | 98 | . | -0.2 | 10 | . | 1.3 | -10 | 44
O=S(=O)(N1CCCCCC1)N1CCN(S(=O)(=O)N2CCCCC2)CC1 | -6 | 1.0 | 105 | 4 | -0.3 | 16 | 100 | 1.5 | -16 | 4
CC1CC(=O)C(C2c3ccccc3CCN2C(=O)CCl)C(=O)C1 (stereo unspecified) | 2 | 1.3 | 98 | 4 | -0.3 | -13 | 99 | 1 | 12 | -4
CC1(O)N(CCC(=O)Nc2cccc(F)c2)C(=O)OC12CCCCC2 (stereo unspecified) | 8 | 3.1 | 91 | 2 | -0.2 | -3 | 102 | 0.94 | 3 | -2
COC(=O)Cn1c(=NC(=O)CSC(C)=O)sc2ccccc21 | -2 | 0.9 | 103 | 6 | 0.6 | 30 | 95 | 1.1 | -30 | -6
Cc1cc(=O)oc(C)c1C(=O)NCc1cccnc1 | -1 | 0.9 | 101 | 0 | -0.1 | -9 | 103 | 1 | 9 | -2
C=CCSc1nnc(-c2cc3c(s2)-c2ccccc2CC3)o1 | -15 | 1.7 | 113 | -55 | 0.0 | 24 | 151* | 1.7 | -24 | -3
C/C(N)=C(/C#N)C(=O)CSc1nnnn1-c1ccccc1 | 1 | 2.3 | 99 | -9 | -0.3 | 0 | 110 | 0.96 | 0 | -3
CC(=O)N(C)c1ccc(NS(=O)(=O)c2cc(Cl)ccc2Cl)cc1 | 0 | 4.3 | 99 | 0 | -0.2 | 6 | 101 | 1.1 | -6 | -4
O=C(OCC(=O)N1CCCC1=O)C1COc2ccccc2O1 (stereo unspecified) | 1 | 2.4 | 96 | 3 | -0.3 | 1 | 102 | 1.3 | -1 | -4
Cc1cc(S(=O)(=O)NCc2cccnc2)ccc1-n1cnnn1 | 0 | 0.9 | 100 | 4 | 0.0 | 30 | 102 | 0.91 | -30 | -4
CCC(C)NCCOc1cccc(Br)c1 (stereo unspecified) | 17 | 0.6 | 85 | 4 | -0.1 | 9 | 99 | 1.2 | -9 | -3
CCCCn1c(CN2C(=O)c3ccccc3C2=O)nc2ccccc2c1=O | -6 | 0.6 | 105 | 7 | 0.1 | -1 | 99 | 1 | 1 | -6
COc1ccc(C(=O)c2cc3c(cc2[N+](=O)[O-])OCCO3)cc1 | 1 | 1.6 | 98 | 5 | 0.2 | -6 | 106 | 1.2 | 6 | -3
COC(=O)c1cccc(NC(=O)c2ccc3c(c2)C(=O)N(CC2CCCO2)C3=O)c1 (stereo unspecified) | -3 | 1.2 | 101 | 5 | -0.4 | 1 | 97 | 0.97 | -1 | 7

Ordered by value in Hsp70 act (low to high): 3 of the compounds above.
Compound,Hsp70 act
C/C(N)=C(/C#N)C(=O)CSc1nnnn1-c1ccccc1,-0.3
Cc1cc(=O)oc(C)c1C(=O)NCc1cccnc1,-0.1
CCCCn1c(CN2C(=O)c3ccccc3C2=O)nc2ccccc2c1=O,0.1

New compounds follow.
SMILES | STAT1 blocker | RAM network inh | STAT1 act | STAT3 inh | Hsp70 act | APP 5'UTR act | STAT3 activator | NF-kB neuron act | APP transl inh | FLuc inhib CS
Cc1cc(OCCOCCN2CCCC2)ccc1C(C)C | 0 | 0.7 | 100 | 4 | -0.1 | -1 | 99 | 0.9 | 0 | -2
O=C(Cn1nnc(-c2ccc(N3CCOCC3)cc2)n1)OC1CCCCC1 | 6 | 2.4 | 95 | 8 | -0.2 | 2 | 94 | 1.5 | -2 | 14
COc1ccc(C(=O)c2c[nH]c(C(=O)N=CN(C)C)c2)cc1 | -21 | -0.8 | 118 | -9 | -0.1 | -6 | 109 | 1.3 | 6 | 4
COc1nc(OCC#N)nc(N(C)C)n1 | 1 | 0.7 | 99 | 3 | -0.1 | -2 | 101 | 1.1 | 2 | 1
COc1ccc(/C=N/n2c(N)nc3ccccc32)cc1OC | -17 | 1.6 | 115 | 21 | 0.2 | 12 | 84 | 0.95 | -12 | 60*
COc1ccc(-n2ncc3c(N4CCc5ccccc54)ncnc32)cc1 | -41 | 1.0 | 137* | 2 | 0.5 | 204* | 100 | 0.87 | -204 | 42
O=C(CN(Cc1ccccc1)C(=O)c1cccc([N+](=O)[O-])c1)Nc1c(Cl)cc(Cl)cc1Cl | 2 | 2.8 | 99 | -11 | -0.7 | 21 | 107 | 0.93 | -21 | -3
